High-throughput results from PubChem BioAssay.
Myeloid diff 2 = compounds promoting myeloid differentiation. ER-HoxA9 myeloid progenitors, lysozyme-GFP differentiation, flow cytometry. calls only at 10 µM. hit rate 1% among 360,000. AID 624256;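 active = normalized GFP-positive differentiation at or above the plate's own cutoff, the solvent-only control mean plus 3 SD; inconclusive = no clear call, values can overlap the other calls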;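 also: cells exposed to compound for four days before flow analysis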
LYP phosphatase = inhibitors of LYP phosphatase, biochemical, fluorescence intensity, uHTS (AID 1779); inhibition, % at 11.5 µM, or IC50 in µM where a hit was titrated; recombinant LYP phosphatase, fluorescence intensity; higher % means a stronger effect; hit rate 0.054% among 290,000; in the data active = inhibition above about 50%;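 also: plate controls were vehicle with enzyme for no effect and no enzyme for full effect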
Myeloid diff 2 GFP+ MAC1+ % = also measured in Myeloid diff 2; calls as there; GFP+ MAC1+ double positive, %; measured here: differentiation confirmed by MAC1 staining
* = called active by the depositor; i = inactive; ? = inconclusive; nt = no result given; + = active, no number. Only part of the results is shown, so the mix of outcomes need not match the whole.

SMILES	Myeloid diff 2	Myeloid diff 2 GFP+ MAC1+ %	LYP phosphatase
Cc1oc2cc3oc(=O)c(CCC(=O)NCCCC(=O)O)c(C)c3cc2c1C	i	1.2	-6%
COc1cccc(C(=O)Nc2ccc(NC(=O)c3cc4ccccc4o3)c(OC)c2)c1	i	0.3	-4%
CCOc1ccc(/C=N/NC(=O)c2cc3ccccc3cc2OC)cc1	i	0.6	-2%
COc1cccc(C(=O)NNS(=O)(=O)c2ccc(F)cc2)c1	i	0.5	-12%
COc1cccc(CN2CCNC(=O)C2CC(=O)NC2CCCCCCC2)c1 (configuration not stated)	?	nt	-7%
Cc1ccc(-n2ncc3c2CCCC3NC(=O)c2ccccc2N2CCOCC2)cc1C (configuration not stated)	i	0.8	-8%
COc1cc(CNC(=O)C2CCC(=O)N(C3CCCCCC3)C2)cc(OC)c1 (configuration not stated)	i	0.9	-8%
N#C/C(=C\c1cccc(Br)c1)C(=O)N1CCCCC1	i	0.8	-11%
Cc1nc(N2CCN(C(=O)c3cccs3)CC2)c2c3c(sc2n1)CCCC3	i	0.8	-4%
O=C(NNC(=O)c1ccc(Br)cc1)c1ccncc1	i	0.3	-8%
Cc1cccc(NC(=O)CSc2nc(C3CC3)nc3ccccc23)c1	i	1.4	1%
COc1ccc2nc3cc(Cl)ccc3c(Nc3cc(CN4CCCC4)c(O)c(CN4CCCC4)c3)c2n1	?	nt	-17%
COc1ccc(C(=O)N/C(=C/c2ccco2)C(=O)N2CCCCCC2)cc1	i	1.9	-3%
Nc1ccc2nc(COc3ccccc3)[nH]c2c1	i	0.3	-4%
CC1CCCN(C(=O)/C(=C/c2ccco2)NC(=O)c2ccccc2)C1 (configuration not stated)	i	0.7	1%
COc1ccccc1CCNC(=O)Cn1ccc2cc(S(=O)(=O)N3CCCC3)ccc21	i	0.0	-8%
Cc1nnc(NC(=O)C2CCCN2C(=O)Nc2ccccc2)s1 (configuration not stated)	i	0.4	-10%
COc1cc([N+](=O)[O-])ccc1NC(=O)CN1CCc2cc(OC)c(OC)cc2C1	i	0.4	11%
CN(Cc1c(C(=O)N2CCCCCCC2)nc2ccc(Cl)cn12)C1CCOC1 (configuration not stated)	i	0.6	-8%
CCOc1ccc(N(CC(=O)NC2CCCC2)S(=O)(=O)c2ccccc2)cc1	i	0.3	-5%

Arranged by SMILES length (descending): part of the list above
SMILES	Myeloid diff 2	Myeloid diff 2 GFP+ MAC1+ %	LYP phosphatase
COc1ccc2nc3cc(Cl)ccc3c(Nc3cc(CN4CCCC4)c(O)c(CN4CCCC4)c3)c2n1	?	nt	-17%
CC1CCCN(C(=O)/C(=C/c2ccco2)NC(=O)c2ccccc2)C1 (configuration not stated)	i	0.7	1%
Cc1nnc(NC(=O)C2CCCN2C(=O)Nc2ccccc2)s1 (configuration not stated)	i	0.4	-10%

Going on with the list.
SMILES	Myeloid diff 2	Myeloid diff 2 GFP+ MAC1+ %	LYP phosphatase
CC(CNC(=O)c1ccc(OC2CCN(Cc3ccccn3)CC2)cc1)Oc1cccnc1 (configuration not stated)	i	6.6	-7%
Fc1ccc(C(CCNCc2ccccn2)c2ccc(Cl)cc2)cc1 (configuration not stated)	i	0.3	-9%
O=C(CCC(=O)N(CC(=O)NC1CCCC1)c1cccc(F)c1)Nc1nccs1	i	0.5	-5%
CC(C)CN1CCN(Cc2cn(C)c3ccccc23)CC1CCO (configuration not stated)	i	0.0	-12%
O=C(Nc1ccc(Cl)cc1)Nc1ccon1	i	0.6	-6%
Cc1ccc(C(=O)CCS(=O)(=O)c2ccc(F)cc2)cc1	i	1.0	-7%
Cc1cc(C)nc(NS(=O)(=O)c2ccc(NC(=O)C(C)Oc3ccccc3F)cc2)n1 (configuration not stated)	i	1.3	-6%
CCCCN(C(=O)CNC(=O)c1ccco1)C(C(=O)NC1CCCCC1)c1cccnc1 (configuration not stated)	i	0.5	-12%
CCOc1ccccc1NC(=O)CSc1nc2cc(O)ccc2c(=O)n1-c1ccc(OC)c(OC)c1	i	1.0	-3%
CCC1CN(C(=O)NCc2ccc(C)cc2)c2cc(Cl)ccc2O1 (configuration not stated)	i	0.4	1%
COC(=O)c1cccc(N(CC(=O)NC2CCCC2)C(=O)CNC(=O)c2cccs2)c1	i	0.9	0%
CC(=O)N1c2ccc(S(=O)(=O)NCC3CCC(C(=O)NC4CCC(C)CC4)CC3)cc2CC1C (configuration not stated)	i	13	-14%
COc1ccc(-n2nc(C(=O)NCC(=O)N3CCCCC3)c3ccccc3c2=O)c(OC)c1	i	1.7	-4%
CC(Oc1ccc(Br)cc1)C(=O)O/N=C(\N)c1ccncc1 (configuration not stated)	i	4.0	-8%
Cc1cccc(NC(=O)C2CCCN(S(=O)(=O)c3ccc4[nH]c(=O)ccc4c3)C2)n1 (configuration not stated)	i	2.4	-7%
O=C(C1=C(O)C(=O)N(CCN2CCOCC2)C1c1ccc(Cl)cc1)c1cc2ccccc2o1 (configuration not stated)	i	0.9	-4%
CN(C)CCCN(C(=O)COc1ccccc1)c1nc2cc3c(cc2s1)OCCO3	i	3.6	-4%
CCn1c(SCC(=O)Nc2ccc(Br)cc2)nc2sc3c(c2c1=O)CCN(C)C3	i	3.7	-6%
COc1ccc(OCc2cc(C(=O)NCC3CCOCC3)no2)c(Cl)c1	i	1.8	-9%
COc1cc(/C=C2\C(=N)N3N=C(S(C)(=O)=O)SC3=NC2=O)cc(OC)c1OCCOc1cccc(C)c1	i	0.5	5%

Some of the entries so far, with two lines to a compound:
Fields – Myeloid diff 2 | Myeloid diff 2 GFP+ MAC1+ % | LYP phosphatase
CC(=O)N1c2ccc(S(=O)(=O)NCC3CCC(C(=O)NC4CCC(C)CC4)CC3)cc2CC1C (configuration not stated)
 : i | 13 | -14%
CN(C)CCCN(C(=O)COc1ccccc1)c1nc2cc3c(cc2s1)OCCO3
 : i | 3.6 | -4%
CC(Oc1ccc(Br)cc1)C(=O)O/N=C(\N)c1ccncc1 (configuration not stated)
 : i | 4.0 | -8%

The list continues.
SMILES	Myeloid diff 2	Myeloid diff 2 GFP+ MAC1+ %	LYP phosphatase
COc1ccc(NC(=O)C2CCC(N3C(=O)C4CCCCC4C3=O)CC2)cc1 (configuration not stated)	i	0.5	-10%
Cc1ccc(S(=O)(=O)NCC(=O)N(CC(=O)NCC2CCCO2)Cc2ccc(Cl)cc2)cc1 (configuration not stated)	i	7.9	-15%
O=C(O)c1cccc(Nc2ccncc2[N+](=O)[O-])c1	i	0.4	-5%
CCCc1cc(CN(C)C(=O)CC2C(=O)NCCN2Cc2ccccc2C)[nH]n1 (configuration not stated)	i	0.9	-2%
O=C(NCCCO)/C(=C\c1ccco1)NC(=O)c1ccco1	i	0.7	-3%
CN(C(=O)CCNC(=O)Cn1cnc2ccccc2c1=O)c1ccc(F)cc1	i	0.6	-7%
COC(=O)[C@@H](NCc1cccc(CN[C@H](C(=O)OC)C(C)C)c1)C(C)C	i	1.4	-9%
CNS(=O)(=O)c1cc(NC(=O)CCCNC(=O)c2ccc(Cl)cc2)ccc1C	i	0.3	-10%
COCc1ccc(C(=O)N2CCCC(Nc3ccc(C(C)C)cc3)C2)s1 (configuration not stated)	i	1.1	-6%
O=C(Nc1ccc2c(c1)OCCO2)c1cc(F)c(F)cc1Cl	i	1.0	-5%
COc1ccccc1N1CCN(C(=O)CCS(=O)(=O)c2ccc3c(c2)oc(=O)n3C)CC1	i	0.0	-9%
Cc1ccc(S(=O)(=O)N2CCN(C(=O)C3CCCO3)CC2)cc1 (configuration not stated)	i	0.5	-7%
Cc1ccc(S(=O)(=O)Nc2ccccc2C(=O)N2CCOCC2)cc1	i	0.0	-7%
Cc1cccc(N(CC(=O)NC2CCCC2)C(=O)CNC(=O)c2ccco2)c1C	i	2.2	-9%
CC(=O)Nc1cccc(NC(=O)CSc2nccn2Cc2ccc(F)cc2)c1	i	1.7	-10%
COc1cccc(N2CCN(C(=O)c3cc4c(=O)n(Cc5ccccc5)ccc4nc3C)CC2)c1	i	1.8	2%
COc1ccc(CC(=O)NCC2CCCN(Cc3ccc(F)c(OC)c3)C2)cc1 (configuration not stated)	i	0.7	-10%
O=C(CN1CCN(Cc2cccc3ccccc23)CC1)NCCc1ccccc1	i	0.3	0%
Cc1cccc(OCC(=O)Nc2ccc(NC(=O)c3ccco3)c(C)c2)c1	i	0.1	-12%
Cc1ccc2oc(C(=O)NCC(c3ccco3)N3CCCC3)c(C)c2c1 (configuration not stated)	+	9.3*	-4%
COc1ccccc1N1CCN(C(=O)Cn2ncc3c([nH]c4ccccc43)c2=O)CC1	i	1.6	-11%
COc1ccc(N2CCN(C(=O)CCNS(=O)(=O)c3cc(Br)cnc3N)CC2)cc1	i	0.0	-8%
COC(=O)COc1ccc(C(C2C(=O)CC(C)(C)CC2=O)C2C(=O)CC(C)(C)CC2=O)cc1	i	0.5	-9%
Oc1ccc(Br)cc1CNc1cnc2ccccc2c1	i	0.9	-7%
Cc1c(C(c2ccc(C(=O)O)cc2)c2c(C)n(C)n(-c3ccccc3)c2=O)c(=O)n(-c2ccccc2)n1C	i	0.5	-7%
Cc1ccccc1CNS(=O)(=O)c1csc(C(N)=O)c1	i	1.2	-15%
Cc1ccc(NC(=O)CSc2nnc(N)s2)cc1S(=O)(=O)N1CCCCC1	i	2.3	-6%
COc1cccc(NS(=O)(=O)c2cc3c(cc2C)NC(=O)CO3)c1	i	5.2	-12%
COc1ccc(CNc2ccc3c(c2)CCC3)cc1Br	i	0.4	-10%
COCCCNC(=O)/C(C#N)=C/c1c(N2CCCCCC2)nc2ccccn2c1=O	i	0.6	-5%
COc1cccc2cc(C(=O)Nc3ccccc3C(=O)N3CCOCC3)oc12	i	0.8	-6%
O=C(NCc1ccc(F)cc1)c1ccc(CS(=O)Cc2ccccc2Cl)o1 (configuration not stated)	i	4.1	-12%
CC(=O)Nc1ccc(S(=O)(=O)Nc2ccc3c(c2)n(C)c(=O)n3C)c(C)c1	i	0.0	-4%
COCCNS(=O)(=O)c1ccc(OCC(=O)N2CCc3ccccc3C2)c(Cl)c1	i	0.6	-8%
O=C(CNS(=O)(=O)c1ccc([N+](=O)[O-])cc1)N/N=C\c1ccc(O)cc1	i	0.6	-5%
CCn1c(CNC(=O)C2CCCCC2)cc2cc(C)ccc21	i	0.9	-6%
COc1c(Br)cc(/C=N/n2c(-c3ccccc3)n[nH]c2=S)c(O)c1Br	i	0.4	-7%
COc1cc(OC)cc(C(=O)Nc2cccc3cccnc23)c1	i	0.4	-5%
COc1ccc(-c2cc(C(=O)N3CCOCC3)no2)cc1	i	0.9	-14%
COc1cccc(NC(=O)C2CCC(CNS(=O)(=O)c3ccc4c(c3)CC(C)N4C(C)=O)CC2)c1 (configuration not stated)	i	6.8	-3%

In the list so far, these contain an aryl thioether with sulfur outside any ring.
SMILES	Myeloid diff 2	Myeloid diff 2 GFP+ MAC1+ %	LYP phosphatase
Cc1cccc(NC(=O)CSc2nc(C3CC3)nc3ccccc23)c1	i	1.4	1%
CCOc1ccccc1NC(=O)CSc1nc2cc(O)ccc2c(=O)n1-c1ccc(OC)c(OC)c1	i	1.0	-3%
CCn1c(SCC(=O)Nc2ccc(Br)cc2)nc2sc3c(c2c1=O)CCN(C)C3	i	3.7	-6%
CC(=O)Nc1cccc(NC(=O)CSc2nccn2Cc2ccc(F)cc2)c1	i	1.7	-10%
Cc1ccc(NC(=O)CSc2nnc(N)s2)cc1S(=O)(=O)N1CCCCC1	i	2.3	-6%

Additional structures:
SMILES	Myeloid diff 2	Myeloid diff 2 GFP+ MAC1+ %	LYP phosphatase
CCOC(=O)C1(Cc2ccccc2C)CCCN(C(=O)c2ccc(COC)o2)C1 (configuration not stated)	i	0.7	-7%
COc1cc(/C=C2\CCC/C(=C\c3ccc(O)c(OC)c3)C2=O)ccc1O	i	4.8	2%
O=C(Nc1ccc(F)cc1)c1ccc(NC(=O)C2CCCO2)cc1 (configuration not stated)	i	0.9	-8%
Cc1cccc(NS(=O)(=O)c2ccc(-c3cnc(C4CC4)o3)cc2)c1	?	nt	1%
Cc1ccc(S(=O)(=O)Nc2cccc(-c3ccc(N4CCCCCC4)nn3)c2)c(C)c1	i	0.8	3%
CCN1CCN(C(C)CCc2ccccc2)CC1 (configuration not stated)	i	0.3	-4%
COc1cc(CC(=O)NCC2CCCCC2)cc(OC)c1OC	i	0.4	-8%
COc1ccccc1CNC(=O)CCNS(=O)(=O)c1ccc2[nH]c(=O)oc2c1	i	1.7	-6%
COc1ccc(CCNS(=O)(=O)c2ccc([N+](=O)[O-])cc2)cc1OC	i	0.6	-10%
COc1ccc(-c2csc(NC(=O)CSc3n[nH]c(C)n3)n2)cc1	i	1.3	-8%
Cc1cc(C)cc(NC(=O)Nc2cccnc2)c1	i	0.3	-6%
CC(CCC(C)OC(=O)c1ccccc1C(=O)O)OC(=O)c1ccccc1C(=O)O (configuration not stated)	i	0.2	-5%
O=C(CNC(=O)c1cccc(Br)c1)N/N=C/c1cccs1	i	0.4	-5%
COC(=O)c1ccccc1NC(=O)CN(c1ccc(C)cc1)S(C)(=O)=O	i	0.4	-6%
CC(C)C(=O)Nc1ccccc1-c1nc2ccccc2[nH]c1=O	i	0.3	-10%
C=CCn1c(SCC(=O)N2CCCC2)nc2c([nH]c3ccccc32)c1=O	?	nt	-4%
COc1ccc(OCc2cc(C(=O)NC3CCOC(C)(C)C3)no2)c2ccccc12 (configuration not stated)	i	0.1	-2%
c1ccc(-c2nc(N3CCOCC3)sc2-c2ccccc2)cc1	i	0.4	-4%
COc1ccc(-n2nc(C(=O)NCC(=O)NC3CCCCC3)c3ccccc3c2=O)cc1	i	0.4	-5%
CC(=O)Nc1ccc(NC(=O)CC(c2ccccc2)c2ccccc2)cc1	i	0.4	2%
O=C(Nc1ccc(C(F)(F)F)cc1)C1CCN(c2cnccn2)CC1	i	1.1	-12%
CCCN(CCC)CCCNC(=O)C1CCC(CNS(=O)(=O)c2cccc3nsnc23)CC1 (configuration not stated)	i	1.8	-8%
